Yfh1-depleted yeast: enhancers of respiration in Yfh1-depleted yeast, dose response, Friedreich's ataxia, plus single-dose screen (AID 1465); hit rate 0.074% among 220,000; S. cerevisiae Yfh1-off respiration, WST-1 reduction, 72 h; higher fold induction means a stronger effect; fold induction at 50 µM; hits with a dose series show EC50 in µM;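 active means fold induction of absorbance versus untreated yeast above a set limit, then at least 30% activation at any dose in follow-up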;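 further: activators that raise dye reduction in frataxin-depleted yeast; strong numbers were not always called active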
human PMI inhibitors: human PMI inhibitors, high substrate, primary screen, biochemical, fluorescence intensity, high mannose 6-phosphate (AID 1220); recombinant PMI enzyme, coupled fluorescence intensity; higher % means a stronger effect; inhibition, % at 20 µM, or IC50 in µM where a hit was titrated; hit rate 0.66% among 190,000
P. falciparum M1AAP: malaria alanyl aminopeptidase activity blockers – biochemical, fluorogenic H-Leu-NHMec substrate, 1536-well (AID 1445). recombinant M1AAP, H-Leu-NHMec fluorogenic kinetic assay; higher % means a stronger effect. one-dose inhibition, % at 30 µM; IC50 in µM for titrated hits. hit rate 0.42% among 220,000;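 active means primary inhibition above the hit cutoff, then over 50% inhibition at one or more dose response concentrations, cut at about 23% in these data, passing the limit was not always enough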;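 further: plate controls were DMSO full reaction for no effect and no enzyme background for full effect; strong numbers were not always called active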
LYP inhibition: inhibitors of LYP phosphatase, biochemical, fluorescence intensity, uHTS (AID 1779); recombinant LYP phosphatase, fluorescence intensity; higher % means a stronger effect; one-dose inhibition, % at 11.5 µM; IC50 in µM for titrated hits; hit rate 0.054% among 290,000;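 further: plate controls were vehicle with enzyme for no effect and no enzyme for full effect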
WT yeast gro inh: growth inhibition of WT yeast, mitochondrial fusion screen | mitochondrial fusion phenotypic screen, WT strain | inhibition, % at 10 µM | hit rate 2.1% among 190,000; in the data active means inhibition above about 58%; tested in S. cerevisiae
XIAP antagonists: small molecules displacing peptide from XIAP – biochemical, IAP family, fluorescence polarization (AID 1018); XIAP BIR domain, fluorescence polarization peptide displacement; higher % means a stronger effect; one-dose displacement, % at 20 µM; IC50 in µM for titrated hits; hit rate 0.007% among 200,000; in the data active means displacement above about 50%; further: a part of the inactive calls stands beside numbers as strong as those of hits
TNAP activators: stimulation of alkaline phosphatase TNAP activity – biochemical, luminescent, no phosphate acceptor, uHTS, primary screen (AID 1001); activation fold at 20 µM; hits with a dose series show EC50 in µM; purified TNAP, luminescent activation assay, no phosphate acceptor; higher activation fold means a stronger effect; hit rate 0.03% among 200,000; in the data active means activation fold from about 3, or a potency from the dose series; inactive means the rest, 99 in 100 with activation fold below about 1.6; further: many of its hits are not listed in these tables
P. falciparum M17LAP: P. falciparum M17LAP inhibitors, primary screen, biochemical, fluorogenic H-Leu-NHMec substrate, 1536-well (AID 1619); recombinant M17LAP, H-Leu-NHMec fluorogenic kinetic assay; higher % means a stronger effect; inhibition, % at 30 µM; hits with a dose series show IC50 in µM; hit rate 0.38% among 220,000;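 active means compound inhibiting the enzyme by more than half at any dose during confirmatory dose-response retesting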;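 further: plate controls were full reaction with DMSO carrier for no effect and no enzyme background for full effect; strong numbers were not always called active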
PMI inhibitors: MPI enzyme activity inhibition – biochemical, fluorescence intensity, coupled assay, primary screen (AID 1209); purified PMI enzyme, coupled fluorescence intensity; higher % means a stronger effect; hit rate 0.42% among 190,000; one-dose inhibition, % at 20 µM; IC50 in µM for titrated hits;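 further: plate controls were DMSO vehicle for no effect and wells lacking substrate for full effect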
WT yeast gro inh mutant strain: second read-out of WT yeast gro inh, no call of its own (marks repeat the call); inhibition, %; mitochondrial fusion phenotypic screen, mutant strain inhibition
* hit, by the source's call; i = inactive; x = not tested or not shown. Unless noted, no stated cut-off is given here; in the data, active means inhibition above about 50%; inactive means the rest.

SMILES | Yfh1-depleted yeast | human PMI inhibitors | P. falciparum M1AAP | LYP inhibition | WT yeast gro inh | WT yeast gro inh mutant strain | XIAP antagonists | TNAP activators | P. falciparum M17LAP | PMI inhibitors
Cc1ccc(-c2nc(N)sc2CC(=O)OCC(=O)N2C(C)CCCC2C)cc1 (stereo not given) | i | 1% | 1% | -9% | 14 | 4 | -3.7% | 1 | 8% | 10%
COc1ccc([C@@H]2C[C@H]3CN(Cc4ccccc4OC)C(=O)[C@]34CCCN24)cc1C | i | x | 2% | -2% | -5 | 2 | 0.4% | 1.1 | 5% | x
CCOC(=O)C[n+]1c(C)ccc2c1CCC2 | i | -14% | 0% | -6% | -32 | -7 | -6.3% | 1.1 | -1% | -15%
C=CCCN(Cc1ccccc1)S(=O)(=O)c1ccccc1Br | i | x | 6% | 5% | x | x | x | x | 2% | x
CC1CCc2onc(C(=O)NCc3ccco3)c2C1 (stereo not given) | i | 1% | -1% | -8% | 1 | -12 | -5.0% | 1.1 | 8% | 2%
CCOCCCn1c(SCc2nc3ccccc3s2)nc2ccccc2c1=O | i | 6% | 6% | -2% | 8 | -1 | -10% | 1.1 | -6% | 6%
CN(C)c1ccc(/C=C2\SC(=S)N(Nc3ncc(C(F)(F)F)cc3Cl)C2=O)cc1 | i | -8% | 5% | -1% | 5 | 24 | -13% | 0.9 | 11% | -8%
O=C(CSc1ncn[nH]1)NCCCc1ccccc1 | i | 0% | -3% | 0% | -4 | 10 | -0.5% | 0.6 | 18% | 3%
CCSc1nnc(NC(=O)CSc2nc3c(c(=O)n2-c2ccccc2OC)SCC3)s1 | i | 15% | 6% | 12% | -7 | -5 | -6.1% | 1 | 2% | 9%
CCOc1ccc(C(C)=O)cc1CN1C(=O)C(=O)N(CC)C1=O | i | -12% | -5% | -7% | 0 | 12 | -10% | 1 | -5% | -21%
Cc1cccc(C(=O)N2CCC(=O)N(C(COCc3ccccc3)Cc3ccccc3)CC2)c1 (stereo not given) | i | 8% | 3% | -4% | -6 | -1 | -8.0% | 1.1 | 4% | 8%
COc1nc(Nc2ccc3c(c2)OCO3)nc(OC)n1 | i | 16% | 1% | -10% | 15 | 0 | -6.6% | 1.2 | 3% | 14%

Next section, starting with the last two of the part before.
SMILES | Yfh1-depleted yeast | human PMI inhibitors | P. falciparum M1AAP | LYP inhibition | WT yeast gro inh | WT yeast gro inh mutant strain | XIAP antagonists | TNAP activators | P. falciparum M17LAP | PMI inhibitors
Cc1cccc(C(=O)N2CCC(=O)N(C(COCc3ccccc3)Cc3ccccc3)CC2)c1 (stereo not given) | i | 8% | 3% | -4% | -6 | -1 | -8.0% | 1.1 | 4% | 8%
COc1nc(Nc2ccc3c(c2)OCO3)nc(OC)n1 | i | 16% | 1% | -10% | 15 | 0 | -6.6% | 1.2 | 3% | 14%
COc1ccc(Cc2c3cc(OC)c(OC)cc3cc[n+]2C)cc1OC | i | x | 15% | -6% | x | x | x | x | 21% | x
COc1cc(C(=O)N2CCN(C(=O)COc3ccc4ccccc4c3)CC2)cc(OC)c1OC | i | 17% | -4% | -2% | 22 | 14 | -1.8% | 1.1 | -2% | 3%
COc1cccc(CNC(=O)CCl)c1 | i | -3% | 5% | -6% | -16 | 31 | -3.4% | 1 | 1% | 5%
COC(=O)c1nc2n(n1)C(c1cccc(Cl)c1)C1=C(CCCC1=O)N2 (stereo not given) | i | -4% | 9% | -2% | 9 | 8 | -8.2% | 1.2 | 10% | -9%
Fc1ccccc1N1CCN(C(c2ccncc2)c2nnnn2C2CCCC2)CC1 (stereo not given) | i | 1% | -1% | -12% | -4 | 1 | -1.2% | 1.2 | 7% | 6%
O=C(Nc1ccc(N2CCOCC2)c(Cl)c1)c1ccc([N+](=O)[O-])o1 | i | 8% | 6% | 0% | 19 | 11 | -9.2% | 1 | 16% | 3%
CCC(=O)Nc1nnc(SCCN2CCOCC2)s1 | i | -8% | 11% | -8% | -22 | -6 | -3.8% | 1.1 | -1% | -6%
COC(=O)c1ccccc1NC(=O)CNc1cc(OC)c(OC)cc1C | i | 34% | 12% | 2% | -10 | 4 | -2.2% | 1.1 | 22% | 15%
CCN(CC)C(=O)CSc1nnc(COc2ccc(OC)cc2)n1N | i | 4% | x | -4% | 4 | 5 | -10% | 1.1 | x | 2%
O=C(COC(=O)c1ccccc1C(=O)c1ccccc1)NCc1ccc(F)cc1 | i | 1% | -1% | -5% | 7 | -4 | -8.5% | 1 | -7% | -7%

Compound profiles, from the list above. Values in the order: Yfh1-depleted yeast, human PMI inhibitors, P. falciparum M1AAP, LYP inhibition, WT yeast gro inh, WT yeast gro inh mutant strain, XIAP antagonists, TNAP activators, P. falciparum M17LAP, PMI inhibitors
Shown for Fc1ccccc1N1CCN(C(c2ccncc2)c2nnnn2C2CCCC2)CC1 (stereo not given) = i, 1%, -1%, -12%, -4, 1, -1.2%, 1.2, 7%, 6%
Shown for COC(=O)c1ccccc1NC(=O)CNc1cc(OC)c(OC)cc1C = i, 34%, 12%, 2%, -10, 4, -2.2%, 1.1, 22%, 15%
Shown for CCC(=O)Nc1nnc(SCCN2CCOCC2)s1 = i, -8%, 11%, -8%, -22, -6, -3.8%, 1.1, -1%, -6%
Shown for O=C(Nc1ccc(N2CCOCC2)c(Cl)c1)c1ccc([N+](=O)[O-])o1 = i, 8%, 6%, 0%, 19, 11, -9.2%, 1, 16%, 3%

Reformatted as a markdown table: part of the list above
| mol | Yfh1-depleted yeast | human PMI inhibitors | P. falciparum M1AAP | LYP inhibition | WT yeast gro inh | WT yeast gro inh mutant strain | XIAP antagonists | TNAP activators | P. falciparum M17LAP | PMI inhibitors |
| --- | --- | --- | --- | --- | --- | --- | --- | --- | --- | --- |
| COc1ccc(Cc2c3cc(OC)c(OC)cc3cc[n+]2C)cc1OC | i | x | 15% | -6% | x | x | x | x | 21% | x |
| COc1cc(C(=O)N2CCN(C(=O)COc3ccc4ccccc4c3)CC2)cc(OC)c1OC | i | 17% | -4% | -2% | 22 | 14 | -1.8% | 1.1 | -2% | 3% |
| COc1cccc(CNC(=O)CCl)c1 | i | -3% | 5% | -6% | -16 | 31 | -3.4% | 1 | 1% | 5% |
| COC(=O)c1nc2n(n1)C(c1cccc(Cl)c1)C1=C(CCCC1=O)N2 (stereo not given) | i | -4% | 9% | -2% | 9 | 8 | -8.2% | 1.2 | 10% | -9% |
| Fc1ccccc1N1CCN(C(c2ccncc2)c2nnnn2C2CCCC2)CC1 (stereo not given) | i | 1% | -1% | -12% | -4 | 1 | -1.2% | 1.2 | 7% | 6% |

High-throughput results deposited in PubChem by several laboratories.
